HCV inhibitor = blocks hepatitis C virus; Huh7.5.1 HCVcc-Cre infection, luciferase reporter, 44 h; 340,000 compounds, 3.4% hits; Potency, µM (titrated, usually from 41.8 µM), without a hit: top-dose activity change, negative = inhibition, most hits filed as inhibitors; also: potency is read from the fitted curve at half-maximal effect; % is scaled to controls: 0 for no effect and ±100 for the full control effect
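Compounds are dispensed onto cells plated 4 h earlier at 1,000 per well, with HCVcc-Cre virus (about 0.5 moi) added next. Following 44 h of culture, luminescent signal is measured for 15 sec after 15 min with substrate at room temperature.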
Pf growth 96h = P. falciparum growth inhibition at 96 hour, primary screen for plastid delayed-death inhibitors | P. falciparum luciferase reporter growth, 96 h | Potency, µM (highest dose often 28.7 µM), inactives show top-dose activity change, negative = inhibition, most hits filed as inhibitors | 320,000 compounds, 6.9% hits; also: potency is read from the fitted curve at half-maximal effect; % is scaled to controls: 0 for no effect and ±100 for the full control effect
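Erythrocytes infected with luciferase-expressing P. falciparum were dispensed at 2% hematocrit and 0.05% parasitemia (final), then incubated with compounds 96 hours at 37 C in 5% CO2. Luminescence after detection reagent addition reported growth.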
LmPK inhibitor = blocks Leishmania mexicana pyruvate kinase activity. Q27686. purified LmPK, Kinase-Glo ATP luminescence, 1 h. Potency, µM (series often up to 57.5 µM), inactives show at the highest dose activity change, negative = inhibition, most hits filed as inhibitors. 290,000 compounds, 0.37% hits. AID 1721; also: potency is read from the fitted curve at half-maximal effect; % is scaled to controls: 0 for no effect and ±100 for the full control effect
Target sequence (Q27686 whole entry, looked up): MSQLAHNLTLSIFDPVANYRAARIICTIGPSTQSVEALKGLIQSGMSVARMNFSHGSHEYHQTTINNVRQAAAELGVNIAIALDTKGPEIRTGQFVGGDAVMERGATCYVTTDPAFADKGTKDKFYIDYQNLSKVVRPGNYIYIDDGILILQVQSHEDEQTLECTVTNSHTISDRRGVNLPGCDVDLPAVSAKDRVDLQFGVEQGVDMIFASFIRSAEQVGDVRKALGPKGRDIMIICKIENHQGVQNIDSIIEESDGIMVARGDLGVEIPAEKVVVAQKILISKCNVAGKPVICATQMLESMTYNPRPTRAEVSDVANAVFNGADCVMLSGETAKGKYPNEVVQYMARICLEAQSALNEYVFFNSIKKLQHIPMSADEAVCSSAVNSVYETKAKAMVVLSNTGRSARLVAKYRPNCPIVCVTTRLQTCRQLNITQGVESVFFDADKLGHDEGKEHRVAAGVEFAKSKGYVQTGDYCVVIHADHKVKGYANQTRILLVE
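ATP generated from ADP (0.1 mM) and PEP (0.5 mM) by 0.1 nM LmPK over 1 h at room temperature (pH 7.2 imidazole buffer) was detected by coupled luciferase luminescence. Values were normalized to uninhibited and no-enzyme wells.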
Tb PYK inh = blocks Trypanosoma brucei pyruvate kinase. Q57TT1. TbPYK enzyme, Kinase-Glo Plus ATP luminescence, 45 min. Potency, µM (highest dose often 76.8 µM), for inactives: top-dose activity, negative = inhibition, usual class: inhibitors. 410,000 compounds, 0.12% hits; also: potency is read from the fitted curve at half-maximal effect; % is scaled to controls: 0 for no effect and ±100 for the full control effect; nearly all actives have a fitted effect of over 50% in size
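Quantitative HTS: titrated library compounds versus trypanosomal pyruvate kinase in TEA buffer (pH 7.2) containing KCl, MgCl2, BSA and Tween-20. Reactions were initiated with ADP, 130 uM final. Kinase-Glo Plus luminescence was read after 45 min at RT.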
CHX counter = counter-screen hit for Shiga toxin inhibitors, cycloheximide; cell reporter, cycloheximide protein synthesis inhibition counterscreen; max response, %; 300,000 compounds, 12% hits; in the data active = max response mostly above about 13%, no sharp cut-off; inactive = mostly below about 14%; also: read at 38.3 µM for the half of the compounds with a filed dose; 0% is about no effect
Shiga inhibitor = inhibitors of Shiga toxin in Vero cells. Vero cells, Shiga toxin protein synthesis inhibition reporter. inhibition, % at 38.7 µM. 290,000 compounds, 9.2% hits; in the data active = inhibition mostly above about 28%, no sharp cut-off; inactive = mostly below about 43%; also: 0% is about no effect
Pf growth 48h = P. falciparum growth inhibition at 48 hours (one generation) | P. falciparum luciferase growth in erythrocytes, 48 h | Potency, µM (doses to about 28.7 µM), for the others: at the highest dose activity change, negative = inhibition, most hits filed as inhibitors | 310,000 compounds, 5.9% hits | AID 504832; also: potency is read from the fitted curve at half-maximal effect; % is scaled to controls: 0 for no effect and ±100 for the full control effect
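Read-out is firefly luciferase luminescence from an integrated reporter in P. falciparum, so falling signal marks reduced parasite growth. Infected erythrocytes were at 2% hematocrit and 0.1% parasitemia (final) in Albumax-supplemented RPMI 1640.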
Active calls of the source: *; ? = inconclusive; / = no result given; & = joins results of further samples; [ ] = another dose, or the depositor's remark. Unless noted, calls follow the shape of the dose curve; as a rule, active = well fitted curve in the direction sought with a large enough effect; inconclusive = small, poorly fitted or top-dose-only effect, or another doubt; inactive = no such curve, though single readings can be large; an effect the other way counts as inactive or inconclusive.

SMILES | HCV inhibitor | Pf growth 96h | LmPK inhibitor | Tb PYK inh | CHX counter | Shiga inhibitor | Pf growth 48h
CC(C)OC(=O)c1ccc(N)cc1 | 21% | 37%[activator] | 1% | -1% | 8 | 25 | 36%[activator]
Cc1cccc(NC(=S)NNC(=O)CCn2cc(C)cn2)c1 | / | ? | -5% | -20% | -3 | -19 | 2%
Cc1cc(C#N)c2ccccc2n1 | 10% | / | 3% | 6% | 4 | 42 | 12%
CCC(=O)NC(=S)N1CCN(c2ccc([N+](=O)[O-])cc2Cl)CC1 | -8% | ? | 4% | -7% | 1 | -10 | 3%
Fc1ccccc1N1CCN(Cc2ccc3c(c2)OCO3)CC1 | 16% | -9% | -4% | 2% | -2 | -5 | 8%
COc1ccccc1CN1CC(C(=O)NCc2cc(F)cc(C(F)(F)F)c2)CCC1=O (stereo unspecified) | -25% | 159%[activator] | 1% | -8% | 1 | -8 | -19%
Cc1oc(-c2cccc(Cl)c2)[n+]([O-])c1C | 8% | 5.2µM* | 4% | -6% | -4 | -10 | 45%[activator]
Cc1ccc(CCNC(=O)C2CCC(=O)N2C(C)C)cc1 (stereo unspecified) | 3% | 21% | 0% | 2% | -3 | -6 | 9%
Cc1ccc(C)c(OCc2cc(C(=O)N3CC[C@H](O)C3)no2)c1 | -2% | 55%[activator] | 2% | 4% | 34* | 92* | 6%
CN1CCC(OC(=O)c2cccc(Cl)c2)CC1 | -10% | ? | -8% | -15% | 13 | -14 | -5%
Cc1cccn2c(CNC3CCCc4ccccc43)c(C(=O)N3CCOCC3)nc12 (stereo unspecified) | -16% | ? | -1% | 4% | -3 | 2 | -22%
COc1ccc(NC(=O)c2cc3n(n2)C(C(F)(F)F)CC(c2ccc(OC)cc2)N3)cc1 (stereo unspecified) | -21% | ? | 6% | -7% | -6 | -3 | ?
COc1ccc(S(=O)(=O)N2CCOC2CNC(=O)C(=O)NCCN2CCOCC2)cc1 (stereo unspecified) | / | 18% | 0% | 7% | -3 | 21 | 80%[activator]
COc1cc(CCC(=O)OCC(=O)NCC2CCCCC2)cc(OC)c1OC | -8% | 18% | 1% | -1% | 1 | -5 | 7%
O=C(CN1C(=O)c2ccccc2C1=O)Nc1cccnc1 | 11% | 0% | 8% | -2% | -6 | -5 | 10%
Cc1nn(C(=O)c2cccc([N+](=O)[O-])c2)c(C)c1Br | 9% | -6% | 2% | -1% | -2 | -9 | 0%
Cc1onc(-c2ccccc2Cl)c1C(=O)N1CC(C)CC(C)C1 (stereo unspecified) | -27% | 30% | -1% | -16% | -3 | -2 | -14%
NC(=O)CSc1nnc(NC(=O)c2ccc(S(=O)(=O)N3CCOCC3)cc2)s1 | 4% | 4% | -16% | 7% | -5 | 3 | 8%
COc1ccc(C(=O)COC(=O)CCC(=O)Nc2ccc(C(C)=O)cc2)cc1 | 25% | -13% | -8% | -3% | 40* | 47* | 27%
CC(C)c1ccc(S(=O)(=O)N2CCC(C(=O)N3CCC3)CC2)cc1 | ? | -1% | / | 2% | / | / | ?
Cc1cccc(C)c1Nc1c(-c2ccc(N3CCOCC3)cc2)nc2ncccn12 | ? | ? | 0% | -13%&-10% | 4 | 13 | -25%
CN(CCc1cnn(C)c1)Cc1cn[nH]c1-c1ccc(-c2ccccc2)cc1 | -18% | ? | 3% | 0% | 17* | 43* | -25%
Cc1cc2cc(CCNC(=O)CC(C)C)c(=O)[nH]c2cc1C | 8% | 16% | 4% | / | -3 | 5 | 1%
CCn1c(C(C)NC(=O)c2ccc(OC)c(OC)c2)nc2ccccc21 (stereo unspecified) | -21% | ? | -3% | -6% | 18* | 70* | 2%
CCSc1nc2c(c(=O)[nH]1)C(c1cccnc1)C(C(=O)OC(C)C)=C(C)N2 (stereo unspecified) | 15% | 1.3µM* | 1% | 7% | -2 | 17 | -27%
Cc1ccc(OCCCC(=O)Nc2ccc(N3CCOCC3)cc2)c(C)c1 | ? | -15% | -1% | -13% | -4 | -6 | 9%
CCOc1ccc(CN(C)Cc2cc(=O)oc3cc(C)c(Cl)cc23)cc1 | -10% | ? | 1% | -2% | -4 | -1 | ?
CCOc1ccc(CNC(=O)C2CCN(S(=O)(=O)c3ccc4c(c3)CCCC(=O)N4)CC2)cc1 | -20% | 9.3µM* | 4% | 5% | -5 | -3 | 9.3µM*
COc1cc(NS(=O)(=O)c2ccc(Br)cc2)c(OC)cc1NC(=O)c1ccco1 | ? | / | -6% | 4% | 6 | 17 | ?
Clc1cccc(-c2cc3nc4c(c(N5CCN(c6cnccn6)CC5)n3n2)CCCC4)c1 | 7% | -20% | 0% | 0% | 38* | 37* | 2.1µM*

Two entries drawn at random from those above:
SMILES | HCV inhibitor | Pf growth 96h | LmPK inhibitor | Tb PYK inh | CHX counter | Shiga inhibitor | Pf growth 48h
COc1cc(NS(=O)(=O)c2ccc(Br)cc2)c(OC)cc1NC(=O)c1ccco1 | ? | / | -6% | 4% | 6 | 17 | ?
CCn1c(C(C)NC(=O)c2ccc(OC)c(OC)c2)nc2ccccc21 (stereo unspecified) | -21% | ? | -3% | -6% | 18* | 70* | 2%

(listing goes on)
SMILES | HCV inhibitor | Pf growth 96h | LmPK inhibitor | Tb PYK inh | CHX counter | Shiga inhibitor | Pf growth 48h
Cc1c2cnn(CC(=O)N3CCOCC3)c(=O)c2c(C)n1Cc1ccccc1F | 9% | ? | -3% | 3% | 1 | 5 | 1%
Cc1cc(NC(=O)CSc2nc3cc(C(=O)NCCCOC(C)C)ccc3c(=O)n2Cc2ccco2)no1 | 7.1µM* | ? | 1% | 2% | 3 | 37 | ?
Cc1cc(C(=O)N2CCN(c3cc(Cl)ccc3C)CC2)on1 | 4% | 74%[activator] | 3% | -1% | 1 | -2 | 0%
CC(C)(C)C(=O)COC(=O)CCc1nc2ccccc2[nH]c1=O | 12% | 16% | 6% | 1% | 0 | 20 | 33%[activator]
O=C(COC(=O)CCC(=O)c1ccccc1)NCCc1ccccc1 | 16% | 41%[activator] | / | -5% | / | / | 41%[activator]
Nc1cc(N2CCOCC2)c(Cl)cc1[N+](=O)[O-] | 11% | 12% | -3% | -1% | -6 | -15 | 233%[activator]
O=C(O)C(CO)(c1ccccc1)c1ccccc1 | 16% | -2% | 2% | 5% | 0 | -5 | 38%[activator]
COc1ccc(S(=O)(=O)Cc2ccc(C(=O)N3CCCC3)o2)cc1 | -10% | ? | -4% | -6% | -1 | -18 | /
O=C(Nc1ccc(C(F)(F)F)cc1)c1cc(-c2cccnc2)nc2ccc(Br)cc12 | -1% | ? | 3% | -4% | -1 | -15 | 0.37µM*
Cc1cc(C)c(C(=O)COC(=O)c2cccnc2Cl)c(C)c1 | 2% | 9% | -1% | -7% | 56* | 90* | -20%
COc1ccc(N=C2C(=Nc3ccc(OC)cc3)N(c3ccc(N(C)C)cc3)C(=S)N2c2ccc(OC)cc2)cc1 | 1.1µM* | / | 3% | -2% | 1 | -6 | 5%
COc1ccc(NC(=O)CN(C)C(=O)Cc2ccc3c(c2)OCCO3)cc1 | 7% | -1% | / | -7% | / | / | ?
Fc1ccccc1CNCC1CCCO1 (stereo unspecified) | 5% | -7% | 1% | -5% | -2 | -4 | -6%
O=C(Cn1cnc2c(cnn2-c2ccc(Cl)cc2)c1=O)N1CCN(c2ccccc2)CC1 | -20% | 73%[activator] | 1% | 9% | 8 | 1 | 17%
O=C(NCC(c1ccco1)N1CCN(c2ccccc2F)CC1)C(=O)NC1CCCC1 (stereo unspecified) | ? | ? | / | -1% | / | / | ?
CC1CN2c3ccc([N+](=O)[O-])cc3CC3(C(=O)N(C)C(=O)N(C)C3=O)C2C(C)O1 (stereo unspecified) | 15% | -1% | -2% | 1% | -1 | -11 | -3%
CC(C)(C)CC(C)(C)c1ccc(O)c(Cc2ccc(Cl)cc2Cl)c1 | -19% | 3µM* | / | 4%&2% | / | / | 1.9µM*
CS(=O)(=O)c1ccc(Cl)c(NC(=O)CCN2C(=O)C3CC=CCC3C2=O)c1 (stereo unspecified) | 13% | 10% | / | 4% | / | / | -18%
CCOc1ccc(-n2nnc3c(=O)n(CC(=O)N4CCCc5ccccc54)cnc32)cc1 | 4% | ? | 3% | 5% | -2 | -12 | 10%
CN1CCN(c2ccc([N+](=O)[O-])c(N)c2)CC1 | 3% | 0% | 0% | -7% | -2 | -10 | 4%
Cc1cccc(NC(=O)c2c(-c3ccccc3)noc2C)n1 | -1% | ? | -3% | 2% | 1 | -23 | -2%
NC(=O)C1(N2CCCCC2)CCN(C(=O)c2cccn3c(=O)c4cc(Cl)ccc4nc23)CC1 | 24% | ? | 3% | -3% | -2 | -18 | 0%
NC(=O)N/N=C/C=C/c1ccccc1 | 28% | ? | -1% | 1% | -2 | 51 | 11%
Cc1nnc(Cl)c2nn(-c3ccccc3)c(C)c12 | -5% | 0.59µM* | -2% | 4% | 4 | -4 | 0.33µM*
COc1ccc(-c2cc(C(F)(F)F)nc(SCC(=O)N3CCOCC3)n2)cc1OC | -6% | ? | 4% | -5% | -1 | -10 | -23%
CCn1c(=O)cc(SCC(=O)NCc2ccco2)c2ccccc21 | ? | ? | 0% | -10% | 9 | 10 | 6%
Cc1ncoc1C(=O)N1CCCC(C(=O)c2ccc(-c3ccccc3)c(F)c2)C1 (stereo unspecified) | ? | ? | -2% | -7% | 3 | 36 | 47%[activator]

Structural class, the compounds so far with an aryl methoxy group.
SMILES | HCV inhibitor | Pf growth 96h | LmPK inhibitor | Tb PYK inh | CHX counter | Shiga inhibitor | Pf growth 48h
COc1ccccc1CN1CC(C(=O)NCc2cc(F)cc(C(F)(F)F)c2)CCC1=O (stereo unspecified) | -25% | 159%[activator] | 1% | -8% | 1 | -8 | -19%
COc1ccc(NC(=O)c2cc3n(n2)C(C(F)(F)F)CC(c2ccc(OC)cc2)N3)cc1 (stereo unspecified) | -21% | ? | 6% | -7% | -6 | -3 | ?
COc1ccc(S(=O)(=O)N2CCOC2CNC(=O)C(=O)NCCN2CCOCC2)cc1 (stereo unspecified) | / | 18% | 0% | 7% | -3 | 21 | 80%[activator]
COc1cc(CCC(=O)OCC(=O)NCC2CCCCC2)cc(OC)c1OC | -8% | 18% | 1% | -1% | 1 | -5 | 7%
COc1ccc(C(=O)COC(=O)CCC(=O)Nc2ccc(C(C)=O)cc2)cc1 | 25% | -13% | -8% | -3% | 40* | 47* | 27%
CCn1c(C(C)NC(=O)c2ccc(OC)c(OC)c2)nc2ccccc21 (stereo unspecified) | -21% | ? | -3% | -6% | 18* | 70* | 2%
COc1cc(NS(=O)(=O)c2ccc(Br)cc2)c(OC)cc1NC(=O)c1ccco1 | ? | / | -6% | 4% | 6 | 17 | ?
COc1ccc(S(=O)(=O)Cc2ccc(C(=O)N3CCCC3)o2)cc1 | -10% | ? | -4% | -6% | -1 | -18 | /
COc1ccc(N=C2C(=Nc3ccc(OC)cc3)N(c3ccc(N(C)C)cc3)C(=S)N2c2ccc(OC)cc2)cc1 | 1.1µM* | / | 3% | -2% | 1 | -6 | 5%
COc1ccc(NC(=O)CN(C)C(=O)Cc2ccc3c(c2)OCCO3)cc1 | 7% | -1% | / | -7% | / | / | ?
COc1ccc(-c2cc(C(F)(F)F)nc(SCC(=O)N3CCOCC3)n2)cc1OC | -6% | ? | 4% | -5% | -1 | -10 | -23%

High-throughput results deposited in PubChem BioAssay by National Center for Advancing Translational Sciences (NCATS).

Random draw from the library; 24% or so of the library scored in one or more.
